EPAC1 ag – agonists of human EPAC1; 0.073% of 360,000 active; EPAC1 agonist qHTS, biochemical assay; response scale: 100% = response to 6.5 mM cAMP; AID 720707; Potency, µM (series often up to 154 µM), for inactives: at the highest dose activation, actives largely listed as activators; O95398; further: potency means the concentration at half of the fitted maximal effect; nearly all actives have a fitted effect of over 60% in size
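Nucleotide exchange by EPAC1 (100 nM) on Rap1B–BODIPY-GDP (250 nM) in the presence of 50 uM GDP is tracked fluorescently at 480/540 nm over 30 min. Signals are normalized to a 6.5 mM cAMP control.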
WRN helicase inh – inhibitors of human WRN helicase; Q14191; WRN helicase unwinding, fluorescent forked duplex, kinetic; Potency, µM (series often up to 114 µM), without a hit: at the highest dose activity change, negative = inhibition, usual class: inhibitors; 0.46% of 360,000 active; AID 651768; further: potency means the concentration at half of the fitted maximal effect; on the % scale 0 is the no-effect control and ±100 the full control effect; nearly all actives have a fitted effect of over 55% in size
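Enzyme (20 nM final) and test compound sit together 15 min at room temperature before substrate addition. Substrate is a single-forked duplex oligonucleotide (100 nM) labelled with fluorophore and quencher, with 2 mM ATP; helicase unwinding raises red fluorescence, read kinetically.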
IL2 activator – activators of IL-2; IL-2 activation reporter assay, cell-based qHTS; stimulated with anti-CD3/CD4/CD28 beads; in transgenic mouse T cells; 0.065% of 360,000 active; activation, % (series mostly up to about 46 µM); in the data active means activation above about 50%; inconclusive means mostly about 30% to 49%; further: 0% is about no effect
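Readout is EGFP and DsRed signal by fluorescent plate cytometry after 18 h at 37 degrees C. Transgenic mouse T cells (750/well) received compound for 60 min before bead stimulation (anti-CD3, anti-CD4, anti-CD28); memory T cells served as non-tolerant control.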
EPAC1 antagonist – antagonists of human EPAC1; EPAC1 GEF assay, Rap1b-BODIPY-GDP exchange fluorescence; 0.14% of 360,000 active; Potency, µM (highest dose often 115 µM), for the others: top-dose activity change, negative = inhibition, most hits filed as inhibitors;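 further: potency means the concentration at half of the fitted maximal effect; plate controls were vehicle for no effect and positive control for full effect; nearly all actives have a fitted effect of over 50% in size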
FUS suppressor – FUS proteinopathy suppression in yeast | S. cerevisiae FUS-expressing, growth rescue, OD600, 24 h | Potency, µM (series often up to 76.6 µM), inactives show at the highest dose growth rescue (activation), usual class: activators | 0.24% of 390,000 active;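 further: potency means the concentration at half of the fitted maximal effect; plate controls were DMSO vehicle for no effect and reference control for full effect; nearly all actives have a fitted effect of over 55% in size; some results filed as inactive show a strong effect at the top dose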
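Quantitative HTS measuring growth restoration of FUS-toxic yeast. Galactose-induced cells (OD 0.005) were exposed 24hr at 30C to compounds at several concentrations, then absorbance at 600 nm was recorded.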
Abeta rescue – A-beta toxicity reversal in yeast. Potency, µM (series often up to 46.1 µM), for inactives: at the highest dose growth rescue, usual class: activators. 0.063% of 410,000 active. yeast expressing A-beta42, growth rescue, OD600, 48 h; response scale: 0% DMSO, 100% iron-clioquinol control; further: potency means the concentration at half of the fitted maximal effect; nearly all actives have a fitted effect of over 55% in size
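Growth rescue measured by 600 nm absorbance after 48 h yeast culture at 30 C with compound. Values normalized between DMSO and an equimolar ferric chloride plus clioquinol control.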
PLK1 PBD block – blocks phosphopeptide binding to human PLK1 polo-box domain. 2.8% of 360,000 active. Potency, µM, for the others: max response, negative = inhibition, actives largely listed as inhibitors. AID 720504. P53350. Plk1 PBD binding of FITC phosphopeptide, fluorescence polarization; further: potency means the concentration at half of the fitted maximal effect; series mostly up to about 57 µM; on the % scale 0 is the no-effect control and ±100 the full control effect; nearly all actives have a fitted effect of over 65% in size
Target sequence (P53350 whole entry, looked up, the tested form may be a part): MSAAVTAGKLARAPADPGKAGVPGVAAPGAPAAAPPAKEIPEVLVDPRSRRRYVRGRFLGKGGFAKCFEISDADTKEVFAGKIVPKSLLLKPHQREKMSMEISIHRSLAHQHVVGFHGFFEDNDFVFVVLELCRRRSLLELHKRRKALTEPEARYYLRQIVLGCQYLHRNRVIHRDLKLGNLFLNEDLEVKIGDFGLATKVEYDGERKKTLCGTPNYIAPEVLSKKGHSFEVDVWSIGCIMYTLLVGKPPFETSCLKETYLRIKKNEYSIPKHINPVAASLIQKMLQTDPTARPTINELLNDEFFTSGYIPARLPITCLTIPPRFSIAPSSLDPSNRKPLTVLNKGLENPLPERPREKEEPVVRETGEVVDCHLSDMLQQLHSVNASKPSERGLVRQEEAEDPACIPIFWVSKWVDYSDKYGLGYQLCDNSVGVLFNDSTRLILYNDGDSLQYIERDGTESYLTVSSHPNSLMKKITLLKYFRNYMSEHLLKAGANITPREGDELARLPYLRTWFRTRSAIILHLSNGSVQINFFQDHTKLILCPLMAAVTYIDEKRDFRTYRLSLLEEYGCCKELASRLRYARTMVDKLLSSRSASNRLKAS
PI5P4Ka inh – inhibitors of human PI5P4K alpha | P48426 | PI5P4Kalpha enzyme, ADP-Glo luminescence, 60 min; stronger effect = lower value | max response, % | 1.2% of 330,000 active; active means max response of -50% or lower; inconclusive means between -30% and -50%; inactive means -30% or higher; further: value at the top dose of about 77 µM; on the % scale 0 is the no-effect control and ±100 the full control effect
Target sequence (P48426 whole entry, looked up): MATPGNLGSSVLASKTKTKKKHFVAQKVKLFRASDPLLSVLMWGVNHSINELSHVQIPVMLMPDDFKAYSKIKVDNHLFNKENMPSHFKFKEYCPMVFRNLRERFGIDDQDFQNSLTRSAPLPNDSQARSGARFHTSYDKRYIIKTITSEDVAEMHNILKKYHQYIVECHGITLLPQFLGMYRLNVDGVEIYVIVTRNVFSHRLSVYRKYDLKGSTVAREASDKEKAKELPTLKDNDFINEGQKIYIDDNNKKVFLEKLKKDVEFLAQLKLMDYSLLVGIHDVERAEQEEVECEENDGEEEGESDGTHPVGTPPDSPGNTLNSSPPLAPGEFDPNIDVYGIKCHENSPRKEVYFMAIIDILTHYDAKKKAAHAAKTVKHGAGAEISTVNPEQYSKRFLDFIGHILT
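ADP-Glo luminescence end-point after a 60 min room-temperature kinase reaction. PI5P4Kalpha and substrate in HEPES pH 7.4 buffer with EGTA, 0.1% CHAPS and 5% DMSO; ATP at 5 microM final.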
The depositor's hits bear a star; u = inconclusive; x = not tested or not shown; [ ] = dose if it differs, or a comment. Unless noted, the call rests on the fitted dose curve; in most records, active means well fitted curve in the direction sought with a large enough effect; inconclusive means small, poorly fitted or top-dose-only effect, or another doubt; inactive means no such curve, though single readings can be large; an effect the other way counts as inactive or inconclusive. This is a random part of the collection; overall some 4.1% were active at least once.

SMILES	EPAC1 ag	WRN helicase inh	IL2 activator	EPAC1 antagonist	FUS suppressor	Abeta rescue	PLK1 PBD block	PI5P4Ka inh
Cc1c(C(=O)c2ccc(Cl)cc2[N+](=O)[O-])c2ccccn2c1CCC#N	10%	-12%	-0.4	-27%	-4%	7%	-7%	7
CC(C)(C)NC(=O)CN(C(=O)c1ccc(Cl)nc1)c1cccc2ccccc12	-5%	-1%	-0.1	3%	6%	4%	-3%	-1
COC(=O)Cc1ccc(OC2(C)CCN(Cc3csc4ccccc34)C2)cc1 (stereo not drawn)	17%	-3%	-0.4	9%	-7%	11%	-11%	3
COc1ccc(N(C(C)C(=O)N/N=C/c2cccnc2)S(C)(=O)=O)cc1 (stereo not drawn)	12%	-1%	-0.7	8%	-19%	4%	-8%	-1
COC1CCN(C(=O)c2ccc(OC3CCN(Cc4ccccn4)CC3)cc2)CC1	-5%	6%	-1.7	-22%	3%	-8%	2%	-7
COc1ccccc1-c1cc2nc(C)c(CCC(=O)NCc3ccc(F)cc3)c(C)n2n1	-1%	11%	0.0	-3%	42%	-2%	-13%	1
CCOc1cc(CN2CCN(c3ccc(C(C)=O)cc3)CC2)ccc1OC	4%	2%	-2.8	-2%	13%	3%	-13%	x
COc1cccc(C(=O)COC(=O)CCC(=O)c2ccccc2)c1	2%	0%	1.4	-27%	-3%	1%	-11%	-2
N#C/C(=C\c1c(F)cccc1Cl)C(=O)NC1CC1	9%	-1%	-0.3	1%	2%	7%	-13%	5
O=C(CN1CCN(c2ccccc2)CC1)Nc1ccccc1C(=O)NCCc1ccccc1	12%	-9%	-1.9	-10%	-10%	5%	-11%	0
Cc1ccc(C(=O)OCC(=O)NC(=O)Cc2ccccc2)c(O)c1	5%	5%	-2.9	9%	1%	5%	-13%	6
Cc1onc(-c2ccccc2)c1C(=O)Nc1ccc(Br)cc1Cl	2%	-3%	-1.3	-21%	x	4%	2%	8
CCOC(=O)c1c(NC(=O)c2ccn(CC)n2)sc2c1CCC2	11%	-10%	4.3	3%	9%	-17%	-11%	17
Cc1ccc(NC(=O)CS(=O)CC(=O)NCCCc2ccccc2)cc1Cl (stereo not drawn)	-6%	-8%[57.1 µM]	3.2	10%	16%	-9%	3%	x
CC(C)(C)C(=O)Nc1nc(-c2ccc3c(c2)OCO3)cs1	3%	-22%	-0.4	-28%	1%	0%	-2%	1

Ordered by SMILES length (high to low): part of the list above
SMILES	EPAC1 ag	WRN helicase inh	IL2 activator	EPAC1 antagonist	FUS suppressor	Abeta rescue	PLK1 PBD block	PI5P4Ka inh
COc1ccccc1-c1cc2nc(C)c(CCC(=O)NCc3ccc(F)cc3)c(C)n2n1	-1%	11%	0.0	-3%	42%	-2%	-13%	1
Cc1c(C(=O)c2ccc(Cl)cc2[N+](=O)[O-])c2ccccn2c1CCC#N	10%	-12%	-0.4	-27%	-4%	7%	-7%	7
O=C(CN1CCN(c2ccccc2)CC1)Nc1ccccc1C(=O)NCCc1ccccc1	12%	-9%	-1.9	-10%	-10%	5%	-11%	0
COc1ccc(N(C(C)C(=O)N/N=C/c2cccnc2)S(C)(=O)=O)cc1 (stereo not drawn)	12%	-1%	-0.7	8%	-19%	4%	-8%	-1
COC1CCN(C(=O)c2ccc(OC3CCN(Cc4ccccn4)CC3)cc2)CC1	-5%	6%	-1.7	-22%	3%	-8%	2%	-7
COC(=O)Cc1ccc(OC2(C)CCN(Cc3csc4ccccc34)C2)cc1 (stereo not drawn)	17%	-3%	-0.4	9%	-7%	11%	-11%	3
Cc1ccc(NC(=O)CS(=O)CC(=O)NCCCc2ccccc2)cc1Cl (stereo not drawn)	-6%	-8%[57.1 µM]	3.2	10%	16%	-9%	3%	x
CCOc1cc(CN2CCN(c3ccc(C(C)=O)cc3)CC2)ccc1OC	4%	2%	-2.8	-2%	13%	3%	-13%	x
Cc1ccc(C(=O)OCC(=O)NC(=O)Cc2ccccc2)c(O)c1	5%	5%	-2.9	9%	1%	5%	-13%	6
Cc1onc(-c2ccccc2)c1C(=O)Nc1ccc(Br)cc1Cl	2%	-3%	-1.3	-21%	x	4%	2%	8
N#C/C(=C\c1c(F)cccc1Cl)C(=O)NC1CC1	9%	-1%	-0.3	1%	2%	7%	-13%	5

Later entries:
SMILES	EPAC1 ag	WRN helicase inh	IL2 activator	EPAC1 antagonist	FUS suppressor	Abeta rescue	PLK1 PBD block	PI5P4Ka inh
CS(=O)(=O)c1ccccc1-c1nc(-c2cc(C(F)(F)F)cc(C(F)(F)F)c2)no1	-1%	-10%	1.0	-25%	x	5%	3%	6
NC(=O)Cn1nnc(-c2ccc(NC(=O)c3ccc(F)cc3)cc2)n1	8%	2%	-2.3	-3%	2%	-14%	-15%	-6
c1ccc(-n2ncc3c(NC4CCCCCC4)ncnc32)cc1	-6%	-9%	-0.2	-9%	-1%	2%	-8%	2
O=C(NCc1ccccn1)c1cccc(S(=O)(=O)Nc2ccc(F)cc2)c1	4%	-9%	-3.6	1%	-2%	13%	0%	-9
COC(=O)[C@]12CCCCC=C1N(CCc1ccc(OC)c(OC)c1)C(=O)[C@H](CC(=O)NCc1cccc(C(F)(F)F)c1)C2	-7%	-6%	-0.7	-3%	4.5µM*	-4%	-9%	11
CCC(=O)N1CCN(c2ccc(Cl)cc2NC(=O)c2ccc([N+](=O)[O-])o2)CC1	-1%	5%	-3.6	-9%	16%	-16%	-19%	-6
CCCCc1ccc(NC(=O)N[C@@H](CC(C)C)C(=O)O)cc1	6%	1%	-0.8	-25%	6%	19%	-13%	2
CN(C)c1ccc(NC(=O)Nc2csc3ccccc23)cc1	-13%	5%	-0.1	-30%	28%	5%	0%	-3
COCC(=O)N1CCC(Oc2ccc(C(=O)NCCCn3cccn3)cc2)CC1	-10%	12%	-2.7	-11%	17%	-17%	-1%	-6
O=C1OC[C@H]2CCCN2C(=O)[C@@H](CC(=O)N(CCO)Cc2ccccc2)C/C=C\C[C@H]1Cc1ccc(F)cc1	5%	-4%	-0.7	-1%	42%	0%	-10%	5
Cc1cc(NC(=O)c2ccc(S(=O)(=O)N3CCc4ccccc43)cc2)no1	5%	-4%	-2.2	-17%	20%	4%	u	-24
COc1ccc(CNC(=O)c2cc(C3CC3)nc3c2cnn3C(C)C)cc1OC	0%	6%	-0.2	u	-6%	2%	-12%	-1
O=C1CCCC2=C1C(c1ccncc1)c1c(nc(SCc3ccccc3Cl)[nH]c1=O)N2 (stereo not drawn)	-4%	u	-0.5	u	4%	10%	u	-14
COc1cc(NC(=O)COc2cccc(OC)c2)cc(OC)c1	4%	-2%	-0.9	-3%	2%	-16%	0%	x
O=C(Cn1cc(C(F)(F)F)cc(Cl)c1=O)Nc1cc(S(=O)(=O)N2CCOCC2)ccc1Cl	-2%	-26%[57.1 µM]	-3.5	-17%	9%	-3%	-7%	1
CC#CCN1c2ccccc2[C@]23C[C@@H](C(=O)OC)N(C(=O)c4ccc(Br)cc4)C2=NC(C(=O)OC)=C(C(=O)OC)[C@H]13	-1%	0%	-3.6	-11%	31%	-19%	-7%	-3
CC(=O)NC12CC3CC(C1)CC(C(=O)Nc1nc4c(C)cccc4s1)(C3)C2	-1%	-3%	-3.7	-9%	x	-1%	0%	-2
Cc1nn(C)c(Oc2cccc(Cl)c2)c1C(=O)Nc1ccc(F)cc1F	3%	-27%	2.7	5%	x	-20%	-7%	16
O=S1(=O)CCN2C(=N1)SC1=C2CCN(Cc2ccccc2)C1	12%	1%	-3.1	3%	27%	16%	-18%	3
Cc1cc(C)n(C2CC(=O)N(c3ccc(C)c(Cl)c3)C2=O)n1 (stereo not drawn)	-4%	-2%	0.2	-22%	-13%	10%	-1%	1
CCOC(=O)C1CCN(c2nc(C)nc3c2oc2ccccc23)CC1	4%	-4%	-0.1	-12%	u	-5%	-9%	9
Cc1ccc(S(=O)(=O)N2CCN(C(C(=O)Nc3ccc(F)cc3)c3ccccc3)CC2)cc1 (stereo not drawn)	8%	-2%	-2.4	-24%	u	-1%	-5%	1
COc1ccc(C(CC(=O)O)N2Cc3ccccc3C2=O)cc1 (stereo not drawn)	5%	1%[57.1 µM]	1.2	36%[activator]	20%	-6%	-18%	9
Cc1noc(NS(=O)(=O)c2ccc(NC(=O)C34CC5CC(C3)CC(n3cnc(Br)n3)(C5)C4)cc2)c1C	-5%	-21%[57.1 µM]	0.2	-19%	34%	12%	-2%	-2
c1cc(-c2cc3nc(NC4CCCCC4)ccn3n2)ccc1OCCN1CCOCC1	-14%	-21%	-0.8	u	7%	5%	-2%	22
C(=C\c1ccccc1)/CN1CCN(C(c2cccc3ccccc23)c2nnnn2-c2ccc3c(c2)OCCO3)CC1 (stereo not drawn)	7%	-9%	-0.4	-1%	u	-6%	4%	17
COc1ccc(/C=C2/C(=N)N3C(=NC2=O)Sc2cc(S(C)(=O)=O)ccc23)cc1OC	10%	u	1.3	10%	3%	10%	-12%	-4
Cc1ccc(C(=O)N/C(=C\c2sccc2C)C(=O)NCc2ccncc2)cc1	4%	-2%	-5.0	-7%	28%	-17%	-7%	16
CCCCOc1ccc(C(=O)N/C(=C/C=C/c2ccccc2)C(=O)NC)cc1	19%	-8%	-0.2	-11%	u	4%	-20%	1
Cc1cccc(NC(=O)Cn2nnc(-c3cccs3)n2)c1C	-6%	1%	-3.3	0%	15%	27%	-4%	5
CSCCNC(=O)Nc1c(-c2c(Cl)cccc2Cl)noc1C	11%	-4%	-0.3	1%	8%	-4%	3%	12
COc1ccc(Cl)cc1NC(=S)NNC(=O)c1cccs1	1%	-5%	-0.3	7%	-20%	u	-23%	-23
Cc1ccc(Nc2nc(N)nc(CSc3nnc(C)s3)n2)cc1	-7%	-9%	-2.6	-7%	14%	-4%	2%	-10

Structures above that contain a COOH group, in the order listed:
SMILES	EPAC1 ag	WRN helicase inh	IL2 activator	EPAC1 antagonist	FUS suppressor	Abeta rescue	PLK1 PBD block	PI5P4Ka inh
CCCCc1ccc(NC(=O)N[C@@H](CC(C)C)C(=O)O)cc1	6%	1%	-0.8	-25%	6%	19%	-13%	2
COc1ccc(C(CC(=O)O)N2Cc3ccccc3C2=O)cc1 (stereo not drawn)	5%	1%[57.1 µM]	1.2	36%[activator]	20%	-6%	-18%	9

From PubChem
